KOR beta-arrestin-1: KOR agonists, beta-arrestin recruitment, primary screen, cell-based, luminescence, uHTS (AID 1777); activation, % at 10 µM, or EC50 in µM where a hit was titrated; KOR beta-arrestin recruitment, luminescence; higher % means a stronger effect; hit rate 0.02% among 280,000; in the data active = activation above about 50%, passing the limit was not always enough; note: a part of the inactive calls stands beside numbers as strong as those of hits
K1F lysis inhibition: inhibition of K1F phage lysis, E. coli UTI89, bacterial capsule biogenesis inhibitors, alamar blue (AID 488966); E. coli UTI89 K1F phage lysis, alamar blue, 2 h; higher % means a stronger effect; inhibition, % at 100 µM, or IC50 in µM where a hit was titrated; hit rate 0.02% among 340,000;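 active = phage lysis inhibition, versus mean bacterial control, above a set limit; inconclusive = no clear call, values can overlap the other calls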;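 note: capsule biogenesis inhibitors block K1F phage lysis so surviving cells raise fluorescence; higher fluorescence means more inhibition of phage lysis; actives were called in the ten point dose series up to 300 µM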
GPR55 beta-arrestin: GPR55 agonists via beta-arrestin recruitment, primary screen, imaging, U2OS cells, beta-arrestin-GFP redistribution (AID 1961). activation, % at 10 µM; hits with a dose series show EC50 in µM. hit rate 0.048% among 290,000. U2OS GPR55 beta-arrestin-GFP redistribution imaging; higher % means a stronger effect;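 active = activation above 40% with more than 50 cells counted in the well; inconclusive = wells holding fewer than 50 cells, flagged as toxic or sparse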;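 note: U2OS osteosarcoma cells stably expressing GPR55 and beta-arrestin-GFP; plate controls were DMSO negative control for no effect and LPI positive control for full effect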
KOR beta-arrestin-2: kappa opioid receptor blockers – cell-based, luminescence, uHTS (AID 1778) | KOR beta-arrestin recruitment, luminescence, antagonist mode; higher % means a stronger effect | hit rate 0.091% among 290,000 | inhibition, % at 10 µM, or IC50 in µM where a hit was titrated; in the data active = inhibition above about 50%; note: strong numbers were not always called active
GPR35 antagonists: inhibition of zaprinast-stimulated GPR35 beta-arrestin translocation – imaging, U2OS, beta-arrestin-GFP, zaprinast agonist, primary screen (AID 2058); U2OS GPR35 beta-arrestin-GFP translocation imaging, zaprinast antagonism; higher % means a stronger effect; inhibition, % at 10 µM, or IC50 in µM where a hit was titrated; hit rate 0.052% among 290,000;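 active = inhibition of at least 50% with at least 30 cells and total cytoplasm GFP at most 10,000,000; inconclusive = under 30 cells or total GFP of 10,000,000 plus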
GPR55 LPI antagonism: inhibition of LPI-stimulated GPR55 beta-arrestin translocation – imaging, U2OS, beta-arrestin-GFP, LPI agonist, primary screen (AID 2013) | hit rate 0.13% among 290,000 | one-dose inhibition, % at 10 µM; IC50 in µM for titrated hits | U2OS GPR55 beta-arrestin-GFP translocation imaging, LPI antagonism; higher % means a stronger effect;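 active = spots per cell inhibited over 60%, with over 100 cells counted and total cytoplasm intensity under 500,000; inconclusive = wells with under 100 cells, flagged as likely toxic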;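 note: U2OS cells stably carrying GPR55 and arrestin-GFP stimulated by 5 µM LPI near EC80; imaged beta-arrestin-GFP aggregate spots per cell after agonist stimulation; plate controls were LPI-stimulated DMSO wells for no effect and DMSO wells without LPI for full effect; some results filed as inactive read as strong as hits; confirmed hits need IC50 under 10 µM and bright autofluorescent wells are also inconclusive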
Rac1 GTP hydrolysis: MgcRacGAP GTPase-activating activity inhibitors, confirmation, biochemical, ADP Hunter fluorescence. MgcRacGAP-stimulated Rac1 GTP hydrolysis, ADP Hunter fluorescence; higher % means a stronger effect; GST-tagged Rac1 F28L mutant substrate. inhibition, % at 30 µM; hits with a dose series show IC50 in µM. hit rate 0.6% among 340,000;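 active = first-screen hits whose inhibition reached a set limit at any dose in the follow-up dose series; inconclusive = inhibition above the set first-screen limit but never retested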;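 note: fluorescence reports GDP produced by GAP-driven GTP hydrolysis; strong numbers were not always called active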
NOD1 inhibition: NOD1 signaling inhibitors, primary screen, cell-based, luminescence, uHTS (AID 1578) | NOD1-driven NF-kB luciferase reporter cells, luminescence; higher % means a stronger effect | inhibition, % at 4 µM; hits with a dose series show EC50 in µM | hit rate 1% among 290,000; in the data active = inhibition mostly above about 36%, no sharp cut-off; inactive = mostly below about 34%;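 note: HEK-293T reporter cells stimulated with the NOD1 agonist gamma-tri-DAP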
NTR1 ag: NTR1-driven beta-arrestin-GFP spot formation – imaging, U2OS cells, high content, primary screen (AID 493036); activation, % at 20 µM; hit rate 0.17% among 330,000; agonist mode;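 active = activation at or above 40% of the spot to cytoplasm intensity ratio, with at least 20 cells analyzed; inconclusive = wells under 20 cells, flagged as cytotoxic or low count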;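 note: 0% = DMSO without peptide and 100% = 100 nM NTR1 peptide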
Target sequence (P30989 whole entry, looked up): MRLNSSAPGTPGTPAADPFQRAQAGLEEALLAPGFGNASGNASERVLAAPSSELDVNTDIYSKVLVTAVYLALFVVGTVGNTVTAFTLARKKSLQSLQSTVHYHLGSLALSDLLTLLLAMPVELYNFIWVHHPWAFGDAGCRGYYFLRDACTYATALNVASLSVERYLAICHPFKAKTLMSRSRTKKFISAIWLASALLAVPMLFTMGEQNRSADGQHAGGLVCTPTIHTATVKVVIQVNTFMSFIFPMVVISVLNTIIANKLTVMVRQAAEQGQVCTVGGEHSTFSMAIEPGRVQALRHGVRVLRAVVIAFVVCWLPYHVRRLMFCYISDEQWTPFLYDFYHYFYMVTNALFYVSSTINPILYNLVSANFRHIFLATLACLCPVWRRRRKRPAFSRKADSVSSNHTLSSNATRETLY
NTR1 ag cell count 20 µM: further read-out of NTR1 ag, marked with its call; cell count; measured here: cell count, cytotoxicity flag
* hit, by the source's call; ? = inconclusive; / = not tested or not shown; [ ] = another dose, or the depositor's remark. The list is partial; rates above refer to the full screens.

SMILES	KOR beta-arrestin-1	K1F lysis inhibition	GPR55 beta-arrestin	KOR beta-arrestin-2	GPR35 antagonists	GPR55 LPI antagonism	Rac1 GTP hydrolysis	NOD1 inhibition	NTR1 ag	NTR1 ag cell count 20 µM
Cc1c(NC(=O)c2ccco2)c(=O)n(-c2ccccc2)n1C	-2.7%	-0.5%	-0.2%	3%	5%	15%	6%	-11%	2.5	41
CCc1nnc(NC(=O)C(NS(=O)(=O)c2ccc3c(c2)OCCO3)C(C)C)s1 (stereo not drawn)	-0.5%	-0.2%	0.3%	25%	13%	4%	8%	-9%	-1.5	87
CS(=O)(=O)c1ccc(-c2cccc(NC(=O)COc3ccccc3)c2)nn1	-4.6%	0.2%	0.2%	-19%	12%	-7%	2%	-10%	-0.6	53
COc1ccc(NC(=O)Nc2ccc(F)cc2)c(C)c1	-1.5%	0.2%	-0.1%	-10%	2%	6%	2%	-35%	-2.1	95
N#C/C(=C\c1ccncc1)c1nc2ccccc2o1	-2.2%	/	-0.1%	40%	-3%	12%	/	-10%	3.5	50
Cc1ccc(C)n1-c1nn(S(=O)(=O)c2cccc(C(F)(F)F)c2)c2cccc(F)c12	-1.1%	/	0.0%	-12%	12%	4%	/	12%	2.0	56
CCSc1n[nH]c2nc3c(c(=O)n12)C1(CCCC1)Cc1ccccc1-3	0.3%	-0.3%	0.2%	-2%	-16%	10%	12%	22%	3.6	38
CCCOc1ccc(Cl)cc1CNc1ccccc1	-4.1%	-0.1%	-0.2%	-5%	21%	-5%	5%	13%	7.0	95
Cc1cc(-c2n[nH]c(=S)n2/N=C/C(Cl)=C/c2ccccc2)n[nH]1	1.7%	-3.1%	0.5%	12%	4%	-3%	26%	/	4.7	57
CC(=O)CCCCn1cnc2c1c(=O)n(C)c(=O)n2C	0.8%	/	-0.5%	-4%	5%	-11%	/	-3%	6.1	49
COc1ccc(S(=O)(=O)N(C)C)cc1NC(=O)CCNC(=O)c1ccco1	-0.7%	0.2%	-0.2%	-22%	14%	-27%	6%	11%	0.5	47
COc1cc(C2NC(=O)NC(C)=C2C(=O)OCC2CCCCC2)ccc1O (stereo not drawn)	5.9%	0.2%	0.4%	-17%[20 µM]	-8%	10%	2%	53%	-1.1	51
CNC(=S)N/N=C/c1cn(CCOc2ccccc2OC)c2ccccc12	2.4%	13%	-0.2%	3%	-49%	2%	8%	-22%	2.6	43
CCOc1ccc2nc(NC(=O)C(CC)Sc3nc(C)cc(=O)[nH]3)sc2c1 (stereo not drawn)	-4.4%	0.1%	0.2%	-81%	18%	6%	2%	-18%	1.5	50
COc1ccc(N2CCN(CCCNC(=O)Nc3ccccc3)CC2)cc1	85%	0.0%	-0.1%	10%	-14%	-7%	8%	18%	-1.8	88
CCOc1ccccc1NC(=O)c1nc(-c2ccccc2)oc1C	3.1%	-0.2%	-0.2%	1%	-23%	2%	9%	0%	8.2	45
COc1ccc(S(=O)(=O)NCc2cccnc2)c2ccccc12	-0.4%	-0.3%	-0.2%	-44%	6%	-6%	1%	-1%	-1.6	38
O=C(CCc1ccccc1)Nc1ccc(F)cc1F	1.5%	0.2%	-0.1%	-26%	-10%	0%	5%	-4%	0.4	50
Cc1ccc(C)c(N(CC(N)=O)S(C)(=O)=O)c1	-3.8%	?	0.0%	37%	-8%	-6%	13%	-19%	0.2	56
NS(=O)(=O)c1cccc(NC(=O)COC(=O)/C(=C/c2cccs2)c2cccs2)c1	2.5%	2.0%[50 µM]	0.2%	-11%	-6%	18%	6%	9%	3.7	56
CCN(CC)C(=O)/C(=C/c1ccc(F)cc1)NC(C)=O	-2.9%	1.4%	0.1%	/	-14%	5%	-5%	-4%	0.3	58
Cc1ccc2c(c1)NC(=O)C(CC(=O)NCCCN1CCN(C3CCCCC3)CC1)O2 (stereo not drawn)	-4.0%	/	-0.2%	5%	21%	2%	/	-14%	/	/
O=C(CCn1c2c(c3ccccc31)CCCC2)NNC(=O)c1ccccc1C(=O)O	5.5%	0.1%	-0.1%	10%	-13%	4%	6%	-7%	0.0	53
CC1CN(S(=O)(=O)c2cccc(C(F)(F)F)c2)CN1C(=O)N1CCOCC1 (stereo not drawn)	-5.8%	0.1%	-0.2%	-22%	-5%	14%	5%	-36%	7.6	36

4 compounds already listed, ordered by SMILES length, descending:
SMILES	KOR beta-arrestin-1	K1F lysis inhibition	GPR55 beta-arrestin	KOR beta-arrestin-2	GPR35 antagonists	GPR55 LPI antagonism	Rac1 GTP hydrolysis	NOD1 inhibition	NTR1 ag	NTR1 ag cell count 20 µM
COc1ccc(S(=O)(=O)NCc2cccnc2)c2ccccc12	-0.4%	-0.3%	-0.2%	-44%	6%	-6%	1%	-1%	-1.6	38
CCOc1ccccc1NC(=O)c1nc(-c2ccccc2)oc1C	3.1%	-0.2%	-0.2%	1%	-23%	2%	9%	0%	8.2	45
CC(=O)CCCCn1cnc2c1c(=O)n(C)c(=O)n2C	0.8%	/	-0.5%	-4%	5%	-11%	/	-3%	6.1	49
N#C/C(=C\c1ccncc1)c1nc2ccccc2o1	-2.2%	/	-0.1%	40%	-3%	12%	/	-10%	3.5	50

(further entries)
SMILES	KOR beta-arrestin-1	K1F lysis inhibition	GPR55 beta-arrestin	KOR beta-arrestin-2	GPR35 antagonists	GPR55 LPI antagonism	Rac1 GTP hydrolysis	NOD1 inhibition	NTR1 ag	NTR1 ag cell count 20 µM
Cc1ccc(NC(=O)CN2C(=O)N/C(=C/c3ccccc3OCc3cccc(C(=O)O)c3)C2=O)cc1	3.8%	-0.1%	0.4%	-1%	-6%	5%	12%	-34%	-1.0	48
CC(C)N1C(=O)C2C(C(=O)NC3CCCCC3)C3C=CC2(O3)C1C(=O)NC1CCCC1 (stereo not drawn)	2.5%	0.2%	-0.4%	9%	8%	4%	4%	-22%	1.2	80
O=C(COC(=O)Cc1cccs1)Nc1ccc(F)c(F)c1F	1.5%	-1.4%	0.3%	-19%	-3%	16%	7%	-11%	4.6	71
CCN(CC)S(=O)(=O)c1cc(NC(=O)C(CC(C)C)NC(N)=O)ccc1C (stereo not drawn)	-0.3%	0.0%	-0.4%	9%	-12%	0%	3%	-26%	-0.6	53
CCCOC(=O)c1ccc(Oc2cn[nH]c2-c2ccc(O)cc2O)cc1	2.1%	-0.7%	-0.1%	-25%	-9%	6%	9%	/	17	46
c1ccc(C2=Nn3c(nnc3-c3ccco3)SC2)cc1	-4.7%	-0.1%	0.1%	6%	-1%	3%	18%	-35%	-0.8	84
Cc1ccnc(NS(=O)(=O)c2ccc(N3C(=O)c4ccccc4C3=O)cc2)n1	5.7%	1.9%[50 µM]	0.5%	13%	6%	4%	9%	-21%	4.2	56
COC(=O)NC(NC(=S)Nc1ccc([N+](=O)[O-])cc1)C(Cl)(Cl)Cl (stereo not drawn)	-0.5%	4.1%	-0.3%	18%	-5%	1%	3%	30%	7.9	57
O=c1c2c3c(sc2ncn1/N=C/c1cccnc1)CCCC3	-1.3%	0.1%	-0.6%	12%	4%	9%	-3%	-30%	0.0	50
COCCCN1C(=O)CC(C(=O)OC)=C1C	1.0%	0.8%	-0.4%	3%	-8%	-1%	0%	6%	1.4	52
CCc1ccc(CN(C)C(=O)CC2C(=O)NCCN2Cc2ccoc2)cc1 (stereo not drawn)	-1.3%	0.1%	0.5%	8%	-10%	2%	11%	-15%	-1.7	62
CCOc1ccc(N(CC(=O)N2CCOCC2)S(=O)(=O)c2ccc(SC)cc2)cc1	5.5%	0.6%	-0.4%	-10%	7%	14%	9%	3%	3.2	43
NC(=O)C1CCN(c2oc(-c3ccccc3F)nc2S(=O)(=O)c2ccc(Cl)cc2)CC1	-1.7%	-0.1%	-0.1%	7%	-4%	-2%	-7%	-15%	3.2	56
COCCOC(=O)c1c(NC(=O)CNCc2ccco2)sc(C(N)=O)c1C	-3.6%	0.6%	-0.2%	14%	8%	8%	4%	-1%	-0.1	37
CCOc1ccc(S(=O)(=O)NC2CC2)cc1C(N)=O	-2.9%	-0.6%	0.2%	11%[20 µM]	-10%	-7%	6%	-2%	0.0	33
Cc1cccc(-c2noc(CN(C(=O)C(c3ccccc3)c3ccccc3)C(C)C)n2)c1	-0.9%	-1.6%	-0.1%	3%	-2%	-10%	8%	-10%	3.7	69
N#CCOc1nc(N2CCCC2)nc(N2CCCC2)n1	-4.4%	0.0%	-0.2%	18%	16%	-15%	6%	7%	0.2	87
COc1cccc(NCCC(=O)c2cccc([N+](=O)[O-])c2)c1	0.0%	-0.2%	-0.2%	4%	0%	-2%	-7%	-62%	-0.3	50
CCC(C)(C)NCC(=O)Nc1ccc(OC(F)(F)F)cc1	0.9%	2.5%	0.0%	-18%	-5%	4%	4%	-19%	-4.3	83
COc1ccccc1C/C(N)=N/OC(=O)c1ccco1	/	-0.4%	-0.1%	-20%[20 µM]	6%	5%	-7%	-28%	0.4	73
C=Cn1cc[n+](CC(=O)c2ccc(OC)c(OC)c2)c1	-1.6%	0.3%	0.0%	-18%	3%	1%	12%	1%	0.9	56
Cc1ccc2[nH]c(=O)c(-c3nc4cc(C)ccn4c3NCc3ccco3)cc2c1	-0.4%	0.0%	-0.4%	-37%	12%	6%	11%	-21%	0.5	48
CNC(=O)c1c[nH]n2c(=O)c(Cc3ccccc3F)c(C)nc12	-6.0%	-0.2%	0.3%	4%	6%	-2%	13%	-19%	-1.7	66
N#CC(Cc1cccc(CC(C#N)(c2ccccc2)c2ccccc2)c1)(c1ccccc1)c1ccccc1	/	1.1%	0.0%	-11%[20 µM]	-7%	1%	-1%	5%	-1.3	96
O=c1cc(-c2ccccc2)[nH][nH]1	-1.5%	0.9%[50 µM]	0.0%	-6%	-12%	8%	11%	-43%	-1.0	34
CCc1ccccc1NC(=O)CSc1nnc([C@@H](N)Cc2ccccc2)o1	4.6%	0.2%	-0.3%	25%	-7%	-8%	7%	-12%	-1.1	89
COc1cccc(/C=N/N2C(=O)NC3(CCCCC3)C2=O)c1O	1.9%	8.3%	-0.1%	-42%	4%	-4%	6%	-6%	-4.5	97
O=C(c1ccco1)N(Cc1ccco1)Cc1cc2ccccc2[nH]c1=O	3.0%	0.2%	0.0%	10%	-6%	6%	7%	6%	1.0	40
Fc1ccc(N2CCN(/C=C/c3nnnn3-c3ccccc3)CC2)cc1	-2.3%	3.5%	-0.2%	/	-15%	5%	11%	38%	-0.5	72
